APJ antagonist – APJ receptor antagonism; P35414; CHO-K1 APJ beta-arrestin complementation, luminescence; inhibition, % at 20 µM; actives 0.32% (n = 330,000);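 active = inhibition above about 40% at 20 µM, limit read from the data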;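 note: cells challenged with 10 nM apelin-13 agonist together with compound; plate controls were apelin-13 plus DMSO wells for no effect and DMSO wells lacking apelin-13 for full effect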
Target sequence (P35414 whole entry, looked up): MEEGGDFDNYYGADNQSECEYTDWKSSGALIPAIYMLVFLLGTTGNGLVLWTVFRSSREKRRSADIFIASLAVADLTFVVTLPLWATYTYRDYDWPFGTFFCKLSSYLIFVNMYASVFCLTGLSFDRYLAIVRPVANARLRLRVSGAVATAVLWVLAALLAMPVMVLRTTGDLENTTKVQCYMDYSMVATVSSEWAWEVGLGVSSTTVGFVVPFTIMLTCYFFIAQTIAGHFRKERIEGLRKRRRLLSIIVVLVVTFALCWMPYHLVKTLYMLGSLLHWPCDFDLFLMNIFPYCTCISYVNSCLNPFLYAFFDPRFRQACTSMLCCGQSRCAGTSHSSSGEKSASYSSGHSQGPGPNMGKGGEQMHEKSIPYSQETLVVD
Mdm2 MdmX PPI – human Mdm2/MdmX binding inhibition; O15151+Q00987; SaOS-2 split-luciferase Mdm2/MdmX complementation, luminescence; inhibition, % at 8 µM; actives 3% (n = 330,000);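 active = inhibition of at least 50% at 8 µM in the primary screen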
tim23-1 inh – inhibits growth of tim23-1 mutant yeast. AID 463212. actives 1.3% (n = 330,000). S. cerevisiae tim23-1 growth, BacTiter-Glo luminescence, 24 h. inhibition, % at 20 µM;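 active = growth inhibition of the mutant yeast at or above 50%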;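 note: temperature-sensitive mutant grown at 25 °C; plate controls were DMSO-treated mutant yeast for no effect and medium wells lacking yeast for full effect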
XBP1 UPR activ – adaptive UPR (XBP1) activation | CHO-XBP1 luciferase reporter, IRE1-XBP1 UPR activation, luminescence; percent of tunicamycin response, DMSO as zero | activation, % at 20 µM | actives 0.33% (n = 330,000) | AID 463104;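 active = versus positive control, 20 µM dose yields 30% or more activation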;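 note: 100% = tunicamycin at 10 µg/mL and 0% = DMSO only wells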
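Material: CHO cell line with stable XBP1 luciferase reporter; schedule: 16-18 h cell attachment at 37 °C, then 6 h compound exposure; signal: glow luminescence from Steady-Glo reagent; medium: serum-containing F12 medium, 10% FBS; benchmarks: tunicamycin 10 µg/mL and vehicle-only wells; read-out: percent activation relative to tunicamycin reference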
CHOP UPR activ – activators of apoptotic arm of unfolded protein response (CHOP); activation, % at 10 µM; actives 0.34% (n = 330,000); CHO-CHOP luciferase reporter, UPR activation, luminescence; percent of tunicamycin response over DMSO baseline;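 active = at 10 µM dose, activation of 40% or more, normalized to positive control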;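 note: 100% = tunicamycin at 10 µg/mL and 0% = DMSO alone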
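measured by = luciferase luminescence | assay system = CHO-CHOP cells, stable luciferase reporter of PERK-eIF2a-CHOP signalling | amount = 500 reporter cells seeded per well | timing = 6 h compound exposure at 37 °C after overnight seeding | controls = positive tunicamycin 10 µg/mL, negative DMSO alone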
tim10-1 inh – tim10-1 yeast growth inhibition | S. cerevisiae tim10-1 ts strain growth, BacTiter-Glo, 24 h | inhibition, % at 20 µM | actives 2.2% (n = 330,000) | AID 463190;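 active = inhibition of at least 40%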;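 note: mutant grown at 25 °C; 0% = DMSO wells with yeast and 100% = wells holding no yeast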
APJ agonist – agonists of human APJ apelin receptor. activation, % at 20 µM. P35414. actives 0.11% (n = 330,000). CHO-K1 APJ PathHunter beta-arrestin, luminescence; 0% DMSO wells, 100% apelin;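 active = activation more than six SD over the plate average, tested at 20 µM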;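 note: 0% = DMSO alone and 100% = apelin-13 at 10 nM; some results filed as inactive read as strong as hits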
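Test system – PathHunter CHO-K1 APJ (AGTRL-1) beta-arrestin reporter cells · Input – 1000 cells/well · Compound – single test compound dose, 20 µM final, 1% DMSO · Times – compound stimulation 90 min at 25 °C, detection 60 min · Technique – beta-gal luminescence · Read-out basis – APJ–arrestin association signal · Control set – negative DMSO alone, positive Apelin-13 at 10 nM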
CXCR6 inh – inhibitors of human CXCR6 receptor; CHO-K1 PathHunter CXCR6 beta-arrestin, luminescence; inhibition, % at 20 µM; actives 0.36% (n = 360,000); AID 602244; in the data active = inhibition above about 34%, passing the limit was not always enough;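 note: antagonist mode with CXCL16 agonist at 10 nM final; 0% = 10 nM CXCL16 with DMSO and 100% = unstimulated wells without agonist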
Target sequence (O00574 whole entry, looked up): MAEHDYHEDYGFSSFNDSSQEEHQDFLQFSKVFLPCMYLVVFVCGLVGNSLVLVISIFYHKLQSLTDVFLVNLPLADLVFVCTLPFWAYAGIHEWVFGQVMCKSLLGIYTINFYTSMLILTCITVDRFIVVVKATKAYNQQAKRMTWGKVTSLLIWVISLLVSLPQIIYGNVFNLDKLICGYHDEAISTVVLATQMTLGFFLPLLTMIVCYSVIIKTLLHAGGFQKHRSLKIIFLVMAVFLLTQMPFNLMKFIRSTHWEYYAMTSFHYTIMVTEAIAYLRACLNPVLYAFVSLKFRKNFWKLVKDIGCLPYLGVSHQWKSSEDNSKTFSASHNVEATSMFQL
TIM10 inh – TIM10 yeast growth inhibition. S. cerevisiae TIM10 strain growth, BacTiter-Glo luminescence, 24 h. inhibition, % at 10 µM. AID 463195. actives 1.4% (n = 330,000);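 active = inhibition of 40% or more at the single tested concentration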;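 note: wild-type TIM10 isogenic control strain grown at permissive 25 °C; 0% = DMSO yeast wells and 100% = minimal medium wells without yeast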
The depositor's hits bear a star; · = no result given.

SMILES	APJ antagonist	Mdm2 MdmX PPI	tim23-1 inh	XBP1 UPR activ	CHOP UPR activ	tim10-1 inh	APJ agonist	CXCR6 inh	TIM10 inh
CCN(CC)c1ccc(N=Cc2c(O)n(-c3cc(OC)ccc3OC)c(=O)[nH]c2=O)cc1	-13	24	7	0	-2.0	10	0	5	-2
FC(F)(F)c1cccc(-n2nnnc2C2(N3CCOCC3)CCCCC2)c1	0	20	27	-3	-2.3	32	2	10	0
COc1ccccc1CCNC(=O)CCC(=O)N1CC2C[C@@H](C1)Cn1c2cccc1=O	-58	-4	-9	-2	1.5	-18	0	-2	-4
Cc1cc(OCC(=O)N2C[C@H]3C[C@@H](C2)c2cccc(=O)n2C3)c2c(C)cc(=O)oc2c1	-3	17	2	-1	-2.2	1	-3	1	-5
C=C(C)Cn1c(=O)n(CC2CS2)c2ccccc21 (stereo not drawn)	4	0	14	8	0.5	19	-3	-22	5
COc1ccc(OC)c(C(c2c(O)c3ccccc3oc2=O)c2c(C)n(C)n(-c3ccccc3)c2=O)c1 (stereo not drawn)	11	-19	11	-1	0.4	0	-2	0	-6
COC(=O)C1C(O)CC2CCC1N2C (stereo not drawn)	14	-6	8	0	0.3	11	-4	2	2
CCOP(=S)(OCC)c1ccc(N(C)C)cc1	13	-5	15	-2	-0.4	13	-6	5	4
CCOc1ccc(NC(=O)c2c(C)nn(Cc3ccccc3)c2Cl)cc1	14	14	2	2	0.6	-1	-1	-2	1
CCn1c(O)c(C=Nc2ccc(S(N)(=O)=O)cc2)c(=O)n(CC)c1=S	-6	34	10	-1	4.6	10	-3	4	2
COc1ccc(C(CC(=O)N2CCC3(CC2)OCCO3)NS(=O)(=O)c2ccc(F)cc2)cc1 (stereo not drawn)	2	-2	-5	-4	-1.9	0	-3	1	-14
CN(C)C1=NC(N(C)C)=NP(N(C)C)(N(C)C)=N1	-1	7	8	-2	0.0	10	-3	0	-2
O=S(=O)(c1ccccc1)N1CCN2CCCC2C1 (stereo not drawn)	8	26	-19	-3	-0.2	-14	-3	3	4
Clc1ccc(N2CC2c2ccncc2)cc1 (stereo not drawn)	-19	10	-27	2	1.1	-116	-4	3	-117
O=C(c1cccc2ccccc12)C1CCCN(C2CCC2)C1 (stereo not drawn)	-44	-18	11	4	0.4	4	-2	4	13
Clc1ccc(C2N3CCCN23)c(Cl)c1 (stereo not drawn)	-2	32	2	0	-2.0	-1	-2	7	-1
C=C(C)C(Cc1c(OC)ccc(C(=O)/C=C/c2ccc(O)cc2)c1O)OO (stereo not drawn)	-4	34	75*	2	47*	44*	4	8	46*
COc1ccc(C(C)=O)cc1CC(C(=O)c1ccc(F)cc1)N(C)C (stereo not drawn)	7	-19	16	-1	0.0	11	-3	3	-6
O=C(O)c1cc2ccccc2oc1=O	-26	-6	10	4	5.3	-7	0	6	0
C=CCc1cc(C=C2C(=O)N(C)C(=O)N(C)C2=O)cc(OCC)c1OCc1ccccc1	-9	18	10	-3	-0.5	5	-3	-9	-9
Cc1ccc(S(=O)(=O)N2CN3CCN(C3)C2)cc1	11	13	5	-2	-0.8	5	5	-4	-10
O=Cc1cn(Cc2cccc([N+](=O)[O-])c2)c2ccccc12	14	8	23	0	-1.7	26	-4	7	17
COc1ccccc1CN1CCN(C(=O)COc2cccc(C)c2)CC1	-22	-33	16	-1	2.0	0	0	7	5
CCCCNC(=O)Nc1ccc(C(O)(C(=O)OCC)C(F)(F)F)cc1 (stereo not drawn)	-11	3	12	0	1.5	16	1	-3	-4

Part of the list above, reduced to Mdm2 MdmX PPI, CXCR6 inh and APJ antagonist.
SMILES	Mdm2 MdmX PPI	CXCR6 inh	APJ antagonist
O=C(c1cccc2ccccc12)C1CCCN(C2CCC2)C1 (stereo not drawn)	-18	4	-44
COc1ccc(C(C)=O)cc1CC(C(=O)c1ccc(F)cc1)N(C)C (stereo not drawn)	-19	3	7
C=CCc1cc(C=C2C(=O)N(C)C(=O)N(C)C2=O)cc(OCC)c1OCc1ccccc1	18	-9	-9

Continued.
SMILES	APJ antagonist	Mdm2 MdmX PPI	tim23-1 inh	XBP1 UPR activ	CHOP UPR activ	tim10-1 inh	APJ agonist	CXCR6 inh	TIM10 inh
CC1=NN(c2ccccc2)C(=O)/C1=C/c1c(O)[nH]c(=S)[nH]c1=O	28	18	21	-2	-1.9	20	-5	21	4
O=C(c1ccc(-c2ccccc2)cc1)C1CCCN(Cc2ccn[nH]2)C1 (stereo not drawn)	-4	-27	10	2	2.0	16	-1	2	-2
COc1ccccc1N1C(=O)NC(=O)/C(=C\c2cnn(-c3ccccc3)c2)C1=O	1	24	6	6	7.3	5	-4	11	2
COC(=O)CC1(Cc2ccccc2)C(=O)NC(=O)NC1=O	14	10	14	0	-1.1	3	1	0	8
O=c1c2ccccc2nc(N2CCCC2)n1-c1ccc(Cl)cc1	2	-2	27	-4	-1.2	3	-1	9	-18
c1ccc(C(OCCN2CCNCC2)c2ccccc2)cc1	7	35	4	-1	-0.6	13	1	-1	1
CC1=C(/C=C/c2ccccc2)CCN(C)C1	3	-27	19	0	-0.2	6	-4	14	-11
CC1CCCCC1NC(=O)CNC(=S)N1CC2CC(C1)c1cccc(=O)n1C2 (stereo not drawn)	14	-2	7	-4	1.4	7	-3	-6	-3
COc1ccc(-n2c(SCCN(C)C)nc3ccccc3c2=O)cc1	15	-31	12	1	2.0	7	-1	7	6
COc1ccc(C(=O)OC2CC[C@@]3(C)C4CCC5[C@]6(O)CC(O)[C@@]7(O)C(CN8CC(C)CCC8[C@@]7(C)O)[C@]6(O)C[C@@]53O[C@]24O)cc1OC (stereo partly drawn)	-1	-1	12	-3	-0.5	11	2	3	-11
Cc1ccc(C(=O)c2cc(Br)ccc2N)cc1	-8	-43	39	-2	16	21	1	-4	14
CCOC(=O)C1SC2(C(F)F)CC1(O)c1c(c(OC)c3occc3c1OC)O2 (stereo not drawn)	4	12	13	0	-1.9	19	-4	0	-6
CCN(CC(=O)Nc1ccc(NC(C)=O)cc1)C(=O)CSC(c1ccccc1)c1ccccc1	-37	14	9	0	-0.4	2	-2	1	2
CC(C)(C)C(=O)O[C@H]1CC[C@@]2(C)C(=CC(=O)C3C2CC[C@]2(C)C(=O)[C@H](O)CC32)C1 (stereo partly drawn)	4	24	30	-3	-1.3	-1	-4	8	12
O=C(OCCN1CCOCC1)C1(c2ccccc2)CCCC1	8	4	3	-2	-1.8	6	-3	-7	-9
CCCCCCOC(=O)c1ccccc1N	8	4	10	4	6.5	8	-2	-7	-6
Cc1cccc(N=Cc2c(O)n(-c3ccccc3C)c(=O)[nH]c2=O)c1	-5	2	19	1	0.4	29	-1	-1	20
COc1ccccc1C(=O)C1CCCN(Cc2cnc(C)s2)C1 (stereo not drawn)	-1	-9	18	-2	-1.7	-3	-4	-1	-4
COc1ccc(C2SCC(=O)Nc3c2c(C)nn3C2CCOC(C)(C)C2)cc1OC (stereo not drawn)	-2	-1	0	-2	0.3	13	-3	-1	-4
CC(=O)Nc1cc(C(=O)N2CCC3(CC2)OCCO3)ccc1S(=O)(=O)c1ccc(C)cc1	-3	8	-3	-2	-1.5	-17	-3	-2	-2
CC(C)(C)C(=O)O[C@H]1CC[C@@]2(C)C(=CC(=O)C3C2CC[C@]2(C)C(=O)CCC32)C1 (stereo partly drawn)	0	5	4	-1	-0.8	8	-6	2	18
NC(=O)c1ccsc1NC(=O)COC(=O)Cc1ccccc1	-26	3	15	-2	-0.8	26	6	-4	13
CCOC(=O)c1c(C)n(Cc2ccccc2)c2ccc(O)cc12	3	-8	21	1	1.7	30	-2	5	33
COc1ccc(CC(=O)N(CCN(C)C)CC2CCCN(Cc3ccccc3F)C2)cc1 (stereo not drawn)	0	21	5	-4	-0.6	7	-3	2	1
CCC(=NCCc1ccccc1)c1c(O)n(C)c(=O)n(C)c1=O	-3	10	-8	1	0.3	5	-2	-7	-3
COc1cccc(C2(O)CCN(CC(=O)Nc3nc(C)cs3)CC2)c1	10	-15	9	-1	0.1	-2	-2	-2	-6
CCOC(=O)c1c(C)c(P(=S)(N2CCOCC2)N2CCOCC2)n(C)c1C	3	22	14	1	-1.6	16	-5	-22	13
CN1C2c3ccccc3C3C4c5ccccc5C(C31)C(C2[N+](=O)[O-])N4C (stereo not drawn)	-21	3	29	-2	2.0	25	0	3	15
COc1ccc(N2CCN(CCc3ccncc3)CC2)cc1	-1	-7	3	-1	1.2	1	-1	4	-3
Cc1ccccc1NC(=O)COC(=O)c1cc(C)n(C2CC2)c1C	-17	15	-14	-1	0.4	-7	-3	7	-22
Cc1ccc(-n2c(O)c(C=NCC3CCCO3)c(=O)[nH]c2=O)c(C)c1 (stereo not drawn)	-12	18	12	3	0.3	-4	-4	-1	0
O=C1NC(=O)C(CCc2ccncc2)(Cc2ccc([N+](=O)[O-])cc2)C(=O)N1	15	11	4	-2	-1.5	10	-4	-16	9
COC(=O)C1=C(c2ccc(C(C)=O)cc2)C[C@@H]2CC[C@H]1N2C(=O)NCc1ccco1	-1	-14	-3	-1	1.0	3	-1	2	0
CCN1CCN(Cc2cc(Br)cc(OC)c2O)CC1	-14	5	13	-1	-2.2	2	4	4	-2
O=C1C2CCCN2C(c2ccccc2)N1c1ccccn1 (stereo not drawn)	9	-3	2	1	0.1	9	-2	-5	-3
COc1ccc(CCN)cc1O	1	-18	11	-6	-0.7	11	-2	1	2
O=C(c1cccs1)N1C2CCC1CC(O)(c1cccnc1)C2 (stereo not drawn)	2	-1	8	-4	-0.1	0	-3	6	-7
COP(=O)(OC)C(O)C(Cl)(Cl)Cl (stereo not drawn)	-4	-15	4	-3	-0.1	4	-4	·	-1
O=C1CN=C(c2ccc(Br)cc2)c2oc3ccccc3c2N1	-2	58*	2	1	0.8	14	-9	-7	9
COc1ccccc1-n1c(/C=C/c2ccc(O)cc2)nc2ccccc2c1=O	-17	35	20	-1	-0.6	30	2	10	23
CCCN(CCC)C1CCc2cccc(O)c2C1 (stereo not drawn)	-4	-6	17	-4	-0.7	6	-3	-4	0
Cc1cc(OCc2nn[nH]n2)c2c3c(c(=O)oc2c1)CCC3	19	8	-2	0	0.5	16	0	-6	-10
CCOC(=O)C(=CNc1ccc(C(O)(C(=O)OCC)C(F)(F)F)cc1C)C(=O)OCC (stereo not drawn)	3	-2	26	1	0.8	22	0	8	26
Cc1cccc(C(=O)Nc2ccc(Cl)cc2C(=O)c2ccccc2)c1	12	-24	32	-1	-1.2	25	-3	-9	25
CC1(C)NC(=O)[C@H]2CCCN21	15	-18	7	0	-1.7	7	0	5	-1
COc1ccccc1N1CCN(Cc2cccc(Br)c2)CC1	17	10	9	-3	1.0	3	-4	6	4
COc1ccccc1CCNC1CCCC(C)C1 (stereo not drawn)	3	11	7	-1	-1.8	10	0	6	-6
Cc1cccc(-n2c(=S)[nH]c3ccccc3c2=O)n1	8	0	18	-3	-1.0	24	0	-2	-3

Screening data as filed in PubChem BioAssay.

Not all compounds are listed; count on the stated rates, not on these rows.
